High-throughput results: PubChem BioAssay, The Scripps Research Institute Molecular Screening Center
KLK7 zymogen act: proKLK7 (human) activation, primary screen | P49862 | purified proKLK7, EDANS-DABCYL substrate fluorescence; 100% is mature enzyme control, 0% vehicle | activation, % at 7 µM | 370,000 tested, 0.9% active | AID 652039;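 active means activation above the mean of all tested compounds plus 3 SD, computed per campaign excluding outliers beyond control limits, cut at about 13% in these data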
Target sequence (P49862 whole entry, looked up): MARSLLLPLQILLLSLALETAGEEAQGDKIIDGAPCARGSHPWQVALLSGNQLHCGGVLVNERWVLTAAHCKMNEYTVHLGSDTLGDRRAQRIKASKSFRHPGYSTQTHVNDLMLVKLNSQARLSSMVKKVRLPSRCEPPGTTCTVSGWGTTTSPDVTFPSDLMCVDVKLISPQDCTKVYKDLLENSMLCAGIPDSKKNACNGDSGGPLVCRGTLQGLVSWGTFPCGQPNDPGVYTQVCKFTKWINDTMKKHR
ARFGAP1 inhibitor: inhibits rat ARF GTPase activating protein 1; 360,000 tested, 0.26% active; AID 651572; Arfgap1-stimulated ARF1 GTP hydrolysis, GDP FP detection; inhibition, % at 16.5 µM; Q62848;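 active means inhibition above a per-plate limit, mean inhibition of low control wells plus 3 SD, cut at about 25% in these data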;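 further: 0% = DMSO wells with enzyme and 100% = wells lacking Arfgap1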
Target sequence (Q62848 1-136 limits assumed): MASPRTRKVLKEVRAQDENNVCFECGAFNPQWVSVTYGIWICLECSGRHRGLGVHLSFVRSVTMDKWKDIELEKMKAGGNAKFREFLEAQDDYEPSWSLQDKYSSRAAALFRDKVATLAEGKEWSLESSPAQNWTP
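Material: truncated rat Arfgap1 GAP domain; Incubation: compound-enzyme preincubation 20 min, reaction 120 min, detection 60 min, 25 °C; Read-out: percent inhibition of Arfgap1-stimulated GTP hydrolysis; Technique: FP, GDP Alexa 633 tracer displaced from anti-GDP antibody, 620/688 nm; Controls: No-Arfgap1 wells (100%) versus DMSO full-reaction wells (0%); Replication: single well per compound.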
ADAM17 inh: ADAM17 inhibition, QFRET primary screen; P78536; AID 720648; inhibition, % at 6.95 µM; 370,000 tested, 0.83% active; recombinant ADAM17, EDANS/DABCYL FRET peptide cleavage;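 active means inhibition above the mean of compounds lying between control limits plus 3 SD, set per campaign, cut at about 8.5% in these data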;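 further: 0% = DMSO-only wells as the low control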
DDE Tn7 FP inh: disrupts Tn7 cyclic peptide binding to fibrin D-Dimer-E complex | FP displacement of FITC-Tn7 peptide from fibrin DD(E); 0% = median of compound wells per plate | 370,000 tested, 0.13% active | inhibition, % at 8.3 µM | AID 720508;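 active means inhibition above the mean of compounds falling within the control limits plus 3 SD of them, cut at about 14% in these data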;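 further: 0% = plate median of compound wells and 100% = 10 µM Aha-Tn7 peptide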
Target sequence (P02675 whole entry, looked up): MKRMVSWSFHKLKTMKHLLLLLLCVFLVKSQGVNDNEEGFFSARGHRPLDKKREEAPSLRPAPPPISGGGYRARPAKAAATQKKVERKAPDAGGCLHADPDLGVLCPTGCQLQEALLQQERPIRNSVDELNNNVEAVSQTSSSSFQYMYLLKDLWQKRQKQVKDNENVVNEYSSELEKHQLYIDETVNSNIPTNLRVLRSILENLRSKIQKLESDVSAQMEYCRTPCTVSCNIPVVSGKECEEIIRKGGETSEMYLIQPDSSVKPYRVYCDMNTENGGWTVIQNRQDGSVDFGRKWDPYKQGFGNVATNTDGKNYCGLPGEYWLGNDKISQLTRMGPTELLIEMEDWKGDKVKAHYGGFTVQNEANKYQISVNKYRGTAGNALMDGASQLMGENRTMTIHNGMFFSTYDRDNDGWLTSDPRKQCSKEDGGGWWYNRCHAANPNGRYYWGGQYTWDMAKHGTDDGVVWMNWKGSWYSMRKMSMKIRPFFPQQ
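Assay system: Human fibrin DD(E) protein | Medium: Tris buffer with calcium and detergent, pH 7.8 | Reagent: 0.1 µM fluorescent Tn7 | Compound dosing: Single point at 8.3 µM | Times: 10 min preincubation, 3 h with tracer, room temperature | Detection: Fluorescence polarization of the labelled Tn7 tracer | Controls: Aha-Tn7 high control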
DDE Tn6 FP inh: DD(E)-Tn6 binding inhibition, primary FP screen; P02675; Fibrin DD(E) TRITC-Tn6 fluorescence polarization displacement; inhibition, % at 8.3 µM; 370,000 tested, 0.21% active; AID 720509;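 active means inhibition above a per-campaign cutoff: mean of compounds within control limits plus 3 SD, cut at about 15% in these data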;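 further: 0% = median of all compound wells on the plate and 100% = blocking peptide control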
LEDGF integ inh: blocks HIV-1 LEDGF/p75-dependent DNA integration. 370,000 tested, 0.64% active. TR-FRET IN-LEDGF/p75 DNA integration, Eu/Cy5. inhibition, % at 3.7 µM;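 active means inhibition above the screen-wide mean plus 3 SD, cut at about 13% in these data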;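 further: signal is the Cy5 over europium emission ratio at 671 and 618 nm; 0% = plate median of compound wells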
ASAP1 GAP inh: ASAP1 ArfGAP inhibition. Q9ULH1. ASAP1-stimulated ARF1 GTP hydrolysis, GDP FP detection. inhibition, % at 16.5 µM. 360,000 tested, 0.19% active; in the data active means inhibition above about 25%;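 further: 0% = vehicle with enzyme and substrate and 100% = no enzyme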
TDP2 absorb: blocks human TDP2 phosphodiesterase activity; O95551; recombinant TDP2, T5PNP hydrolysis, p-nitrophenol absorbance 415 nm; inhibition, % at 12.8 µM; 370,000 tested, 0.34% active; AID 720702;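 active means inhibition above the mean of all tested compounds plus 3 SD, set per campaign, cut at about 25% in these data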;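 further: 0% = DMSO with enzyme and 100% = buffer with substrate but no TDP2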
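Evaluation: % inhibition relative to enzyme-containing and enzyme-free wells. Material: recombinant human TDP2. Benchmarks: enzyme-free and DMSO wells. Timing: enzyme reaction with compound for 2 h at 37 °C. Compound dosing: 12.8 µM only. Measured by: p-Nitrophenol epi absorbance. Reagent: T5PNP substrate at 5 mM, a TopII-DNA adduct mimic. Replication: single well per compound.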
PLC-gamma1 inh: blocks human PLC-gamma1 enzyme activity; P19174; purified PLC-gamma1, fluorogenic substrate, fluorescence; inhibition, % at 12.2 µM; 370,000 tested, 0.84% active; AID 720700; in the data active means inhibition above about 9.5%
ADAM10 inh: inhibits human ADAM10. 370,000 tested, 0.62% active. recombinant ADAM10, EDANS/DABCYL FRET peptide cleavage, 3 h. inhibition, % at 7 µM;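 active means inhibition above a per-campaign cutoff equal to the mean of compounds falling between control-based bounds plus 3 SD, cut at about 20% in these data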;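 further: 0% = DMSO wells while the 100% control is not disclosed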
* = called active by the depositor.

No.	Molecule	KLK7 zymogen act	ARFGAP1 inhibitor	ADAM17 inh	DDE Tn7 FP inh	DDE Tn6 FP inh	LEDGF integ inh	ASAP1 GAP inh	TDP2 absorb	PLC-gamma1 inh	ADAM10 inh
1	COc1ccc(NC(=O)c2nc[nH]c2C(=O)Nc2ccccc2C)cc1	0.2	-4	-5	5	-2	0	-7	3	1	-7
2	O=C(CS(=O)c1ccc(C(F)(F)F)cc1[N+](=O)[O-])Oc1ccccc1 (stereo not drawn)	0.3	1	-5	0	-3	-1	11	2	2	-3
3	COc1ccc(C2=NN(C(=O)c3ccccc3)C(c3ccccc3)C2)c(O)c1 (stereo not drawn)	-1.0	6	-1	-5	6	1	9	7	0	6
4	COc1c(F)cccc1C1=CC(=O)C[C@H](c2ccc3c(c2)OCO3)C1	-0.2	11	1	-3	-5	1	0	12	-2	12
5	COc1cccc(/C=C2\SC(=O)NC2=O)c1OCc1ccc(C(=O)O)cc1	2.4	-6	0	-1	0	5	3	3	-37	-2
6	COC(=O)c1ccc(N=NNc2ccccc2)cc1	-0.5	2	-7	1	-1	1	-9	4	0	-2
7	O=C(O)C(c1ccccc1)N1C(=O)c2cccc3cccc(c23)C1=O (stereo not drawn)	1.9	-6	-6	2	-4	4	8	-3	-2	-9
8	CN(c1ccccc1)S(=O)(=O)c1cccc(NC(=O)COc2ccccc2)c1	0.2	-2	6	-10	-4	-1	-3	-11	1	5
9	S=C(CSc1ccccc1)Nc1cccc2ccccc12	-0.4	-2	1	2	6	2	7	4	-7	2
10	Cc1ccc2nc(NC(=O)c3ccc4ncsc4c3)sc2c1	15*	-7	-11	7	6	-1	-2	8	-82	-82
11	COc1cccc(C#Cc2cnc3c(c2)C(=O)N([C@@H](C)CO)C[C@H](C)[C@H](CN(C)C(=O)C2CCC2)O3)c1	0.5	-8	-5	5	-9	-10	4	4	-10	-31
12	CCCCN(C(=O)Cc1ccc(S(=O)(=O)N2CCOCC2)s1)c1c(N)n(CCCC)c(=O)[nH]c1=O	0.5	0	-7	-2	-5	-5	0	-7	4	-25
13	CC1(C)CC(=O)C=C(C2CC2)C1=O	0.3	12	0	-7	-3	-1	10	4	1	1
14	O=C(NC(=S)N1CCCc2ccccc21)c1ccco1	-0.2	-3	-2	3	3	-2	1	-5	0	1
15	CCCn1c(O)c(N=NC(=O)CNC(=O)c2cccnc2)c2ccccc21	0.0	1	-1	-4	4	0	4	-2	2	-1
16	CC(C)C(C)NC(=O)COc1ccc([N+](=O)[O-])cc1Cl (stereo not drawn)	0.4	19	0	-6	-2	3	-6	-4	3	0
17	COc1ccc(-c2[nH]ncc2CN(C)Cc2ccccn2)c(OC)c1	0.0	11	-1	-6	2	2	-2	-12	4	4
18	COc1cc(/C=C2\SC(=S)N(NS(=O)(=O)c3ccccc3)C2=O)cc(OC)c1OC	-0.1	8	-2	-2	-5	-4	-9	6	-1	-6
19	O=C(C1=C[C@@H](c2coc3ccccc3c2=O)C[C@@H](OCCCCO)O1)N1CCN(Cc2ccccc2)CC1	0.8	2	-5	-4	8	4	-6	8	0	-5
20	Cc1cccc(NC(=O)CSCC(=O)Nc2ccc(S(=O)(=O)N3CCCC3)cc2)c1	0.5	-21	-3	3	3	-1	-9	-5	-4	6
21	COc1ccc(S(=O)(=O)N2CCOCC2)cc1C(=O)N1CCCCC1	-0.5	8	-4	5	3	-8	-6	-10	4	-5
22	O=C(CSc1nnc(NC(=O)c2cccc(Br)c2)s1)NCC1CCCO1 (stereo not drawn)	0.7	16	-3	2	6	-4	7	-4	-6	-4
23	CCOc1ccc(C(Nc2ccc(C)cc2)P2(=O)OCC(C)(C)CO2)cc1 (stereo not drawn)	0.3	2	-6	-1	-4	2	-13	-2	0	-5
24	CCCNC(=O)N[C@@H](CCSC)C(=O)OC	-0.1	9	-4	-10	-3	0	9	4	-2	-5
25	CSc1ccccc1OCc1cc(C(=O)N2C[C@H]3CC[C@H]2C3)no1	0.1	-15	-3	-1	9	2	-6	11	2	3

Some entries already given, reduced to ADAM10 inh:
# | Structure | ADAM10 inh
24 | CCCNC(=O)N[C@@H](CCSC)C(=O)OC | -5
25 | CSc1ccccc1OCc1cc(C(=O)N2C[C@H]3CC[C@H]2C3)no1 | 3

Returning to the listing; the 3 compounds before the break are reprinted first.
No.	Molecule	KLK7 zymogen act	ARFGAP1 inhibitor	ADAM17 inh	DDE Tn7 FP inh	DDE Tn6 FP inh	LEDGF integ inh	ASAP1 GAP inh	TDP2 absorb	PLC-gamma1 inh	ADAM10 inh
23	CCOc1ccc(C(Nc2ccc(C)cc2)P2(=O)OCC(C)(C)CO2)cc1 (stereo not drawn)	0.3	2	-6	-1	-4	2	-13	-2	0	-5
24	CCCNC(=O)N[C@@H](CCSC)C(=O)OC	-0.1	9	-4	-10	-3	0	9	4	-2	-5
25	CSc1ccccc1OCc1cc(C(=O)N2C[C@H]3CC[C@H]2C3)no1	0.1	-15	-3	-1	9	2	-6	11	2	3
26	CCC(=O)N1CCc2cc(S(=O)(=O)N3CCN(c4cc(Cl)ccc4C)CC3)ccc21	-0.2	16	5	-6	0	0	-3	-8	4	-8
27	Cc1ccc(C2(C)NC(=O)N(CC(=O)N3c4ccccc4NC(=O)CC3C)C2=O)cc1 (stereo not drawn)	-1.1	-7	-4	-6	-2	1	-2	0	-5	0
28	O=C(NC(=S)Nc1ccccc1O)c1ccc(-c2ccc(Cl)cc2)o1	-0.2	-10	0	-3	-2	5	0	-1	-8	2
29	Cc1c(Cl)c([N+](=O)[O-])nn1Cc1ccc(C(=O)N/N=C\c2ccccn2)o1	-0.1	8	2	-8	-1	-1	3	3	6	6
30	CC(=O)Nc1ccc(S(=O)(=O)N/N=C/c2ccc(C)o2)cc1	0.2	6	0	5	3	1	5	4	-2	4
31	O=C(NCc1ccco1)C1CC(c2cccc([N+](=O)[O-])c2)=NO1 (stereo not drawn)	0.4	14	-3	5	1	-1	5	0	1	4
32	CC(=O)Nc1ccc(S(=O)(=O)NCCc2cc3ccc(C)c(C)c3[nH]c2=O)cc1	-0.2	9	-4	-3	-8	4	-5	-7	6	-23
33	N#CCCn1c(C2CCCCC2)nc2ccccc21	0.6	6	-2	0	3	-1	-8	5	0	2
34	CCN(CC)S(=O)(=O)c1ccc(OC)c(NC(=O)c2ccc(-n3cncn3)c([N+](=O)[O-])c2)c1	0.2	6	0	-3	-11	0	1	8	-1	1
35	Fc1cccc(C[n+]2csc3ccccc32)c1	0.3	2	2	0	-17	-3	0	-3	3	11
36	Cc1cccc(NC(=O)CN2CCN(CC(=O)NCc3ccc(Cl)cc3Cl)CC2)c1C	0.2	10	1	0	-1	0	-11	6	0	-1
37	Clc1ccc(-c2nnc(NCCN3CCCC3)c3ccccc23)cc1	0.5	2	0	-1	-2	4	1	8	0	5
38	NS(=O)(=O)c1ccc(NC(=O)COC(=O)CSCc2ccc(F)cc2)cc1	-0.4	7	-1	2	7	-2	9	-3	-1	-2
39	CC(=O)c1cccc(NS(=O)(=O)c2ccc(N/C=C\C(=O)c3ccc(C)cc3)cc2)c1	-1.6	-4	-7	4	1	3	5	2	-4	-2
40	CCN1CCN(C2CCCCC2NS(=O)(=O)c2ccccc2)CC1 (stereo not drawn)	-0.1	9	-3	-3	3	-3	9	1	1	-6
41	CN(C)/C=C/C(=O)c1ccc(Oc2ncccn2)cc1	-0.4	-1	1	-9	-8	-1	8	1	-3	0
42	O=C(C1CCCO1)N1CCN(C(=S)Nc2ccccc2)CC1 (stereo not drawn)	-0.2	-1	3	-1	0	-1	5	-12	-1	4
43	CCC(C)[C@H](NC(=O)[C@@H]1CSC2c3ccccc3C(=O)N21)C(=O)NCc1ccncc1 (stereo partly drawn)	0.0	5	-3	0	-4	5	1	-8	1	3
44	O=C(N[C@H](C(=O)N1CCC[C@H]1C(=O)NCCc1ccccc1Cl)c1ccccc1)C1CC1	0.5	-1	-6	5	0	0	5	3	0	-16
45	N#CCO/N=C(\c1ccccc1)c1ccncc1	-0.3	1	-3	3	8	1	-13	7	0	-3
46	Cc1ccc(S(=O)(=O)NCC(=O)OCC(=O)N(C)C2CCCCC2)cc1	0.0	-9	-9	1	-6	0	0	10	3	7
47	CCOc1ccc(CCN2C(=S)N([C@@H](CC(C)C)CN3CCC[C@@H]3CN3C(=S)NC[C@@H]3CC(C)C)C[C@@H]2CC(C)C)cc1	0.1	-5	0	-13	-1	2	6	-9	1	-2
48	CCCNC(=O)C1(C)CCN1C(=O)C/C=C/c1ccccc1 (stereo not drawn)	0.1	-18	2	-1	2	3	6	3	3	7
49	O=S1(=O)Cc2cc3ccccc3cc2C1	-0.3	-6	-5	-1	-5	0	-3	8	0	0
50	Cc1c(CCC(=O)NCCCn2ccnc2)c(=O)oc2c(C)c3occ(C(C)(C)C)c3cc12	-10	9	-181	-1	-3	3	-7	-25	-205	-419
51	COc1ccc(N(CC(=O)NCCSCc2cccc(Cl)c2)S(C)(=O)=O)cc1	0.1	6	-2	2	5	-3	3	4	-2	-12

Profiles as entered above:
Record of CCC(=O)N1CCc2cc(S(=O)(=O)N3CCN(c4cc(Cl)ccc4C)CC3)ccc21 : KLK7 zymogen act: -0.2; ARFGAP1 inhibitor: 16; ADAM17 inh: 5; DDE Tn7 FP inh: -6; DDE Tn6 FP inh: 0; LEDGF integ inh: 0; ASAP1 GAP inh: -3; TDP2 absorb: -8; PLC-gamma1 inh: 4; ADAM10 inh: -8
Record of NS(=O)(=O)c1ccc(NC(=O)COC(=O)CSCc2ccc(F)cc2)cc1 : KLK7 zymogen act: -0.4; ARFGAP1 inhibitor: 7; ADAM17 inh: -1; DDE Tn7 FP inh: 2; DDE Tn6 FP inh: 7; LEDGF integ inh: -2; ASAP1 GAP inh: 9; TDP2 absorb: -3; PLC-gamma1 inh: -1; ADAM10 inh: -2
